p97 inhibitor: inhibitors of human p97 ATPase; P55072; recombinant p97 ATPase, Kinase-Glo ATP luminescence, 3 h; inhibition, % at 8 µM; 0.42% of 220,000 active; in the data active means inhibition above about 15%;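 further: 0% = DMSO vehicle and 100% = wells lacking enzyme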
Runt-SMMHC FRET: inhibitors of human RUNX1 Runt domain binding to CBFb-SMMHC; Q01196+Q13951; Cerulean-Runt/Venus-CBFb-SMMHC FRET ratio 530/480, 1 h; inhibition, % at 20 µM; 0.74% of 220,000 active; AID 1434;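 active means mean inhibition across duplicate retests at 20 µM reaching about 50%, limit read from the data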;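 further: 0% = DMSO wells and 100% = wells with excess untagged CBFb-SMMHC; inhibitors lower the FRET ratio by blocking Runt binding to CBFb-SMMHC; some results filed as inactive read as strong as hits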
Runt-CBFb FRET: blocks binding of human RUNX1 Runt domain to CBFb. Cerulean-Runt/Venus-CBFb FRET ratio 530/480, 1 h. inhibition, % at 20 µM. 0.46% of 220,000 active;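 active means inhibition over about 50% at 20 µM in the single-dose screen, limit read from the data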;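 further: 0% = DMSO wells and 100% = excess unlabeled CBFb competitor control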
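Assay system: Cerulean-Runt domain fusion protein, energy donor; Signal: fluorescence energy transfer, 422 nm excitation, 530/480 nm emission; Timing: 1 h compound exposure, room temperature; Control set: unlabeled CBFb; Medium: Tris buffer pH 7.5 with salts and BSA; Compound: single test concentration of 20 µM, 1% DMSO final; Probe or stimulus: Venus-CBFb 100 nM.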
Mdm2 ligase inh: inhibitors of human Mdm2 E3 ubiquitin ligase | signal enhancement, % at 5 µM | cell-based MDM2 ubiquitination luciferase reporter, 2 h; 0 = plate control, 100 = twice control, blank-subtracted | 0.11% of 210,000 active;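 active means signal enhancement of 30% or more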;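 further: luminescence tracks abundance of the self-degrading MDM2-luciferase fusion protein; higher signal means inhibition of MDM2 E3 ligase activity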
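Test system: mammalian cells stably expressing self-ubiquitinating, self-degrading MDM2 E3–luciferase fusion; Amount: 2000 cells in each well; Medium: DMEM; Schedule: 4 h settle plus 2 h compound, 37 °C; Technique: SteadyLite luciferase luminescence after 15 min room-temperature reagent incubation; Benchmarks: plate control and blank wells.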
NPY1 pot ag: human NPY-Y1 potentiation or agonism, primary screen. P25929. NPY-Y1 expressing cells, potentiator/agonist activation. activation, % at 3.6 µM. 0.37% of 220,000 active. AID 1304; in the data active means activation above about 33%, passing the limit was not always enough;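 further: cells stimulated with NPY at EC10 then isoproterenol at EC100; 0% = low agonist plus stimulus and 100% = saturating agonist plus stimulus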
Target sequence (P25929 whole entry, looked up): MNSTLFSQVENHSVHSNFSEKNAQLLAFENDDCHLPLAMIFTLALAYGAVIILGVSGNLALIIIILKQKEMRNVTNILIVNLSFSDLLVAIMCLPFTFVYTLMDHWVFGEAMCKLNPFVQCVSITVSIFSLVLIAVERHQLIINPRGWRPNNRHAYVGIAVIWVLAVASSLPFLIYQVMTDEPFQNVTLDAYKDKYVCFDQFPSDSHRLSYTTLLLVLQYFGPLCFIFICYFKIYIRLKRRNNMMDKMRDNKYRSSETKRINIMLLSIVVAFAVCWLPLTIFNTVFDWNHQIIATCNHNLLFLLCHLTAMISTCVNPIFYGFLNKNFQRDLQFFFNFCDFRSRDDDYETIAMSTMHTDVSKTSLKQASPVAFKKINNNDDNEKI
Hck-Nef inh: human Hck-Nef kinase inhibition. AID 463187. Recombinant Hck-YEEI plus Nef, Z-Lyte FRET kinase assay. 0.68% of 220,000 active. P08631. inhibition, % at 20 µM;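 active means Hck-Nef kinase inhibition above about 50%, limit read from the data; inactive means inhibition below that limit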;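 further: 0% = DMSO with Hck plus Nef and 100% = Hck alone without Nef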
Target sequence (P08631 whole entry, looked up): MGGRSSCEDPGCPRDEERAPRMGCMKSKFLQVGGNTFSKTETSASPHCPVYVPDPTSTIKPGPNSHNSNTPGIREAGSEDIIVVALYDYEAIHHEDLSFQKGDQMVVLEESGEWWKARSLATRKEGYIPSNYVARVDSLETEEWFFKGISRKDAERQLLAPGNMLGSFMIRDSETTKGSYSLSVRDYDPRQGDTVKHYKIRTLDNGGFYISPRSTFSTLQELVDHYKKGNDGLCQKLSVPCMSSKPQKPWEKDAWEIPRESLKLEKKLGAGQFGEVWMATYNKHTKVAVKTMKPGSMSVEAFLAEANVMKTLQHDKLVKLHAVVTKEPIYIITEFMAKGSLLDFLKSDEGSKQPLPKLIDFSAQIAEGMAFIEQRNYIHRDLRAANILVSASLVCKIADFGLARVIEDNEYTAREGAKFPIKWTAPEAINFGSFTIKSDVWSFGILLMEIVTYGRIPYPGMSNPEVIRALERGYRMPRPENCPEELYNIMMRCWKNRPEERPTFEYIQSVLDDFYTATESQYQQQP
RBBP9 inhibitor: blocks human serine hydrolase RBBP9; recombinant RBBP9, FP-Rh probe fluorescence polarization; inhibition, % at 7.94 µM; 0.2% of 220,000 active;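 active means inhibition above the campaign mean of all tested compounds plus 3 SD, cut at about 14% in these data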;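 further: plate controls were DMSO wells with RBBP9 for no effect and wells lacking RBBP9 protein for full effect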
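System: RBBP9 protein / Buffer or medium: Tris/NaCl buffer pH 8.0 with 0.1% Pluronic / Probe or stimulus: Serine-hydrolase probe FP-Rh, 375 nM pre-mixing / Dosing: 7.94 µM single dose, 0.794% DMSO / Times: enzyme-compound preincubation 30 min, then probe labeling 45 min, 25 °C / Technique: fluorescence polarization (mP), excitation 525 nm, emission 598 nm / Replication: singlicate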
NPY2 pot ag: potentiates or activates human NPY-Y2 receptor; P49146; cells expressing NPY-Y2, potentiator/agonist read-out; activation, % at 3.6 µM; 0.45% of 220,000 active; AID 1359; in the data active means activation above about 27%;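 further: cells stimulated with NPY near EC25 plus isoproterenol at EC100; 0% = vehicle plus submaximal agonist and 100% = vehicle plus saturating agonist; some results beyond the cut were filed as inactive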
NPY Y1 blocker: blocks the human neuropeptide Y Y1 receptor | HEK293-CNG Y1 cells, membrane potential fluorescence; NPY at EC95, then isoproterenol | P25929 | inhibition, % at 3.6 µM | 1% of 200,000 active;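 active means inhibition above the campaign mean inhibition of all tested compounds plus 3 SD, cut at about 20% in these data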;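 further: 0% = DMSO wells given NPY plus isoproterenol and 100% = isoproterenol alone without NPY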
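System: HEK293 cells with Y1 receptor plus CNG channel / Probe or stimulus: NPY 25 nM then isoproterenol 1 µM plus Ro 20-1724 25 µM / Compound: one concentration, 3.6 µM, in 0.4% DMSO / Schedule: compound incubation 1 h at room temperature, readout 45 min post-stimulation / Measured by: membrane potential fluorescence / Read-out: % inhibition of NPY effect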
Numbers without * were called inactive; . = no result given.

entry	mol	p97 inhibitor	Runt-SMMHC FRET	Runt-CBFb FRET	Mdm2 ligase inh	NPY1 pot ag	Hck-Nef inh	RBBP9 inhibitor	NPY2 pot ag	NPY Y1 blocker
1	Cc1oc(-c2ccccc2)nc1CC(=O)O	1	0	-1	8	8	-2	-1	-1	1
2	COc1ccccc1/C=N\Nc1ccccc1[N+](=O)[O-]	-6	-4	-5	-16	32	10	4	33	.
3	CCOC(=O)C1CCN(C(C(=O)NC2CCCC2)c2ccc(C)cc2)CC1 (centres undefined)	-2	-8	-3	1	-1	1	4	-4	-3
4	N#Cc1c(Cl)cccc1N1CCC(C(N)=O)CC1	12	-4	26	-4	7	15	3	7	.
5	CCc1ccc(OCCCC(=O)Nc2ccc(N3CCOCC3)cc2)cc1	2	-6	0	1	11	19	-17	11	6
6	COc1ccc(N2C(=O)CCC(C(=O)O)C2c2ccccc2OC)cc1 (centres undefined)	3	2	0	.	17	30	-4	-18	.
7	O=C(c1nsc(Cl)c1Cl)N1CCCCC1	4	2	-2	-2	-17	-1	0	11	1
8	CC(C)=CCCC(C)CN1CCC(N2CCC(C(=O)N3CCOCC3)CC2)CC1 (centres undefined)	-2	4	-1	-8	-30	4	-9	-22	1
9	CS(=O)(=O)N1CCN(c2ccccc2NC(=S)NC(=O)c2ccccc2[N+](=O)[O-])CC1	-1	-1	0	-15	9	8	-1	4	-9
10	Cc1nc2c(-c3ccccc3)c(C)[nH]n2c(=O)c1Cc1ccccc1	5	1	0	-15	10	3	-5	4	6
11	O=C(CN1C(=O)c2ccccc2C1=O)OCCOCCN=C1NS(=O)(=O)c2ccccc21	5	0	0	-4	8	2	-1	15	2
12	O=C(Nc1ccccc1)c1ccccc1C(=O)N1CCCCC1	2	2	1	-13	16	16	-4	-1	4
13	CC(C)NC(=O)c1ccccc1NC(=O)Cc1ccc(Cl)cc1	0	-4	.	-17	12	-1	-8	-1	2
14	CCCS(=O)(=O)N1CCN(Cc2ccc(OCc3ccccc3)c(OC)c2)CC1	2	.	.	.	-7	0	-7	4	0
15	CCCC(C)NC(=O)c1nc(-c2ccccc2)n(-c2ccccc2)n1 (centres undefined)	-1	1	-1	-10	5	8	-1	-3	1

Fetched by compound from the entries so far, 2 records:
entry	mol	p97 inhibitor	Runt-SMMHC FRET	Runt-CBFb FRET	Mdm2 ligase inh	NPY1 pot ag	Hck-Nef inh	RBBP9 inhibitor	NPY2 pot ag	NPY Y1 blocker
8	CC(C)=CCCC(C)CN1CCC(N2CCC(C(=O)N3CCOCC3)CC2)CC1 (centres undefined)	-2	4	-1	-8	-30	4	-9	-22	1
5	CCc1ccc(OCCCC(=O)Nc2ccc(N3CCOCC3)cc2)cc1	2	-6	0	1	11	19	-17	11	6

(list continues)
entry	mol	p97 inhibitor	Runt-SMMHC FRET	Runt-CBFb FRET	Mdm2 ligase inh	NPY1 pot ag	Hck-Nef inh	RBBP9 inhibitor	NPY2 pot ag	NPY Y1 blocker
16	CCC(OC(=O)c1cccs1)C(=O)NCc1ccco1 (centres undefined)	2	0	1	10	-3	-1	-3	2	4
17	O=C(C1CCN(S(=O)(=O)c2cccnc2)CC1)N1CCN(c2ccc(Cl)cc2)CC1	4	-8	0	-39	8	2	4	-3	.
18	O=C1c2ccccc2C(=O)N1CCSc1nc2ccccc2c(=O)n1CCCN1CCOCC1	2	0	-1	-23	-7	25	-3	-15	5
19	CCOC(=O)C1CCN(S(=O)(=O)c2ccc3c4c(cccc24)C(=O)N3)CC1	-5	24	14	-15	-13	3	-5	-7	1
20	Cc1cc(=O)[nH]c(Nc2c(C)n(C)n(-c3ccccc3)c2=O)n1	-2	0	-2	-15	11	0	-5	7	-1
21	CCOc1ccc(C(C)NC(=O)C2CCC2)cc1 (centres undefined)	8	4	-1	-9	-1	1	-3	5	0
22	CC(C)c1ccc(NC(=O)CSC(C)c2nc3ccccc3c(=O)[nH]2)cc1 (centres undefined)	1	-2	2	.	0	28	-2	-16	.
23	COc1ccc(S(=O)(=O)N2CCN(C(=O)c3c(C)nn(-c4ccccc4)c3Cl)CC2)cc1	1	0	0	-10	12	-1	1	7	-5
24	Cc1ccc(SCCC(=O)Nc2ccccc2Br)cc1	3	-5	1	-9	-18	19	-7	2	14
25	CN(C)CCN(Cc1cc2cc3c(cc2[nH]c1=O)OCO3)C(=S)NCC1CCCO1 (centres undefined)	-3	-19	-37	-2	-12	26	-5	3	1
26	COc1ccc(C(=O)Nc2cc(C(F)(F)F)ccc2-n2cnc3ccccc32)cc1	2	-105	-1	-13	-21	2	-7	9	3
27	CC(C)NCC(=O)Nc1c2c(nc3ccccc13)CCC2	-2	-4	-4	-12	-2	4	0	-5	.
28	Clc1ccc(CSc2nnc(-c3ccncc3)s2)cc1	-1	2	-6	-15	3	8	-2	0	.
29	Cc1cc(C)n2c(Nc3ccc4c(c3)OCCO4)c(-c3ccco3)nc2n1	3	-5	5	3	4	0	10	2	7
30	Cc1cccc(C)c1NC(=O)Cn1nnc(-c2ccc(CN3CCC(C)CC3)cc2)n1	-4	-1	-1	-10	9	23	-7	-7	0
31	C=CCNC(=O)CCCCC(=O)NCC=C	1	-1	0	-26	-4	1	-1	8	-1
32	COc1ccc(C2N3CC4(C)CN2CC(C)(C3)C4)cc1OC (centres undefined)	6	-1	-1	-18	-1	-1	-6	18	-1
33	CCC(C)N1C(=O)CCC1C(=O)N1CCN(c2ccccc2F)CC1 (centres undefined)	-5	2	2	-28	5	1	-1	-20	-3
34	Cc1nn2c(CN(C(=O)COc3ccccc3)c3ccccc3)nnc2c2ccccc12	6	-2	-1	2	1	2	-5	10	3
35	O=C(O)c1cccnc1SC1CC(=O)N(Cc2ccccc2)C1=O (centres undefined)	2	1	0	-24	7	15	1	10	-1
36	O=C(/C=C/c1ccccc1)N1CCN(C(=O)c2ccco2)CC1	2	0	-1	2	-7	-2	-3	-15	7
37	CCOc1ccc(NC(=O)C2CCC(CNc3c(N4CCC(C)CC4)c(=O)c3=O)CC2)cc1 (centres undefined)	0	2	-1	-6	-6	2	-7	15	.
38	CCOC(=O)c1ccc(NC(=S)NCc2cccnc2)cc1	0	0	2	-4	-7	20	0	6	1
39	CC1(OC(=O)CCc2ccccc2)C(=O)C=C2C=C(c3ccc(C#N)cc3)N(Cc3ccco3)C=C2C1=O (centres undefined)	.	7	17	9	.	39	.	.	.
40	O=C(CNC(=O)c1ccc(Cl)cc1Cl)NCC(=O)Nc1ccccc1N1CCOCC1	3	5	-1	-15	-2	1	-2	-11	-10
41	CCN(CC)C(=O)c1ccc2nc(-c3ccccc3)c(-c3ccccc3)nc2c1	-2	-6	-3	6	13	4	-3	19	-8
42	CN1CCc2c(C#N)c(N3CCCCC3)nc(N3CCOCC3)c2C1	3	.	.	.	-4	2	1	6	2
43	CNC(=O)c1c(N)sc2c1CCCCC2	3	-7	5	-6	0	0	1	-2	-1
44	O=C(NCCN1CCOCC1)c1cc(-c2ccccc2)on1	7	4	2	13	-15	4	6	9	-3
45	CCn1c(C)c2c([n+]1CC)CC(C)(C)CC2=O	1	5	-17	-4	-15	-2	-2	12	1
46	C=CCC1(Cl)C(=O)C(Cl)=C(N2CCN(C)CC2)C1(OC)OC (centres undefined)	-1	3	3	2	-6	21	-7	-17	.
47	Cc1cccc(N2CCN(C(=O)c3ccc(CNc4c(N5CCC(C)CC5)c(=O)c4=O)cc3)CC2C)c1 (centres undefined)	2	-4	-5	-15	-11	24	-5	-13	9
48	COc1ccc(NC(=O)C2=CCN(S(=O)(=O)c3ccccc3)CC2)cc1OC	4	-10	-3	.	-10	16	12	-1	.
49	O=C(NNC(=O)c1ccc(-c2ccccc2)cc1)c1ccccc1	6	0	2	-7	6	0	-10	-4	1
50	O=C1NCCCC1C(=O)N/N=C/c1cccc(Cl)c1 (centres undefined)	10	-7	1	-9	20	10	12	4	.
51	Cc1nnc(Nc2ccc3c(c2)OCO3)c2ccccc12	1	-1	-2	-8	6	3	-3	6	0
52	Cc1cc(-c2ccn[nH]2)c(C)s1	4	3	-2	4	15	8	7	-15	-2
53	CCCNC(=O)CSC1=N/C(=C/c2ccc(F)cc2)C(=O)N1CC	3	2	-2	4	2	10	-5	10	8
54	COC(CNS(=O)(=O)c1ccc(S(=O)(=O)N2CCCC2)cc1)OC	3	4	2	-1	20	19	8	12	3
55	Nc1ccn(Cc2cccc(Cl)c2)n1	4	0	0	-5	1	16	-3	8	-5
56	Cc1ccc(NCc2ccc(O)c3ncccc23)cc1C	5	11	17	-4	7	17	5	3	6
57	COc1cc(OC)cc(C(=O)NNC(=S)NCc2ccco2)c1	3	1	2	-2	-4	5	-2	-11	3
58	CCC1=C(OC(=O)N(CC)CC)N2C(=O)OC(=NCC(=O)OC)[C@]2(Cc2ccccc2)[C@H]2C1=CC[C@H]1C(=O)N(CC(=O)OC)C(=O)[C@H]12	.	2	-4	22	.	26	.	.	.
